esBAF inh: SWI/SNF esBAF complex inhibition; 350,000 compounds, 2% hits; AID 602393; reporter increase, % at 12.5 µM; mouse ES cells, Bmi1-luciferase knock-in reporter, 24 h; 100% = twice the neutral-well signal; in the data active = activation above about 40%; inconclusive = no clear call, values can overlap the other calls;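 also: 0% = median of the plate's neutral control wells and 100% = double that signal; a rise in the Bmi1 reporter signal indicates esBAF inhibition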
RAD54 inh: inhibitors of human RAD54 branch migration; RAD54 Holliday junction branch migration, FAM/BHQ fluorescence; inhibition, % at 10.4 µM; 360,000 compounds, 0.14% hits;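 active = mean normalized replicate activity at least 40 and at least half of replicates scoring 40 or more; inconclusive = only one of the two criteria met; inactive = mean below 40 and under half of replicates reaching 40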;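 also: 0% = median of neutral control wells and 100% = median of positive control wells; inhibitors cause a drop in the FAM fluorescence signal; in these data hits start at about 50%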
Target sequence (Q92698 whole entry, looked up): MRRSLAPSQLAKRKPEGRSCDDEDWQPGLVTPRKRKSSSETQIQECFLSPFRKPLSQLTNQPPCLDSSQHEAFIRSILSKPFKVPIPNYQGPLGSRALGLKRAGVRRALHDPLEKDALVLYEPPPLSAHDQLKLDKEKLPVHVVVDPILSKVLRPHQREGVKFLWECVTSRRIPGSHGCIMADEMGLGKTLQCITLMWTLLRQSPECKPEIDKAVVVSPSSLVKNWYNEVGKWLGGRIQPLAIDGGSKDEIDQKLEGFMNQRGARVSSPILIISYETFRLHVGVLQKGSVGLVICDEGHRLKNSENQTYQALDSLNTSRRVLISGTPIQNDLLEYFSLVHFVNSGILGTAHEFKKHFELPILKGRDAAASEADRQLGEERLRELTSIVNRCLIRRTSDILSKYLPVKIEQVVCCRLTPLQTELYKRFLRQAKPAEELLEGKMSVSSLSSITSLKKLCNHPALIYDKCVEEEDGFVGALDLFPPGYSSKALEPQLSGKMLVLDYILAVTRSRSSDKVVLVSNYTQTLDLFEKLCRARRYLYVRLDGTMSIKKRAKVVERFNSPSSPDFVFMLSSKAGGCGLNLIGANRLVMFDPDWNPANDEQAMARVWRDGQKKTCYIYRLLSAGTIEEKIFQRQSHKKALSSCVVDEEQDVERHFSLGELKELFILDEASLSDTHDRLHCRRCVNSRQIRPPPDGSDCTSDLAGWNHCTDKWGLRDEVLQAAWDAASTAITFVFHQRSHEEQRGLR
* marks the source's active call; other numbers are inactive results; u = inconclusive. The list is partial (hit frequency here may not be typical).

Second line of a record: esBAF inh | RAD54 inh
- CCOP(=O)(c1c(F)c(F)c(F)c(F)c1F)C(O)c1ccccc1 (centres undefined)
    -1 | 7
- Cc1ccccc1C1CC(=O)Oc2cc(O)ccc21 (centres undefined)
    1 | -8
- CNC(=O)c1ccccc1NC(=O)c1ccco1
    1 | -3
- CCCc1nc(SCC(=O)N2c3ccccc3CC2C)c2c(C)c(C)sc2n1 (centres undefined)
    -9 | 1
- CCOC(=O)c1sc(NC(=O)C(CC)Sc2nccn2C)nc1C (centres undefined)
    1 | 0
- CC1Cc2ccccc2N1C(=O)CSc1nnc(Cc2ccccc2)n1CCc1ccccc1 (centres undefined)
    -4 | -7
- O=C(Cc1ccccc1)NC1CCN(S(=O)(=O)c2ccc(C(=O)O)cc2)CC1
    5 | -5
- Cc1cc2c(cc1C)N(C(=O)CN1C(=O)c3ccccc3C1=O)C(C)(C)c1ssc(=S)c1-2
    0 | -8
- CCc1ccc(N=c2c([N+](=O)[O-])nn(-c3ccccc3)n2O)cc1
    6 | -2
- COc1ccc(OC)c(Nc2cc(C(=O)NCCCN3CCOCC3)c3ccccc3n2)c1
    -8 | -3
- COc1cc(NC(=O)C2CCCN2C(=O)OCc2ccccc2)cc(OC)c1 (centres undefined)
    1 | -1
- Cc1cc(NC(=O)Cn2nc(-c3ccccc3F)ccc2=O)ccc1-n1cnnn1
    6 | -1
- CCOc1ccccc1NC(=O)Cn1nnc(C(=O)Nc2ccc(C)cc2)c1N
    5 | 1
- CC(C)c1[nH]c(=O)c(C#N)c2c1CSC(C)(C)C2
    -5 | -5
- O=C(NC(=S)NC1CCCCCCCCCCC1)c1cccnc1
    -2 | -10
- CN1CCN(S(=O)(=O)c2cccc(S(=O)(=O)c3cccc(S(=O)(=O)N4CCN(C)CC4)c3)c2)CC1
    5 | 0
- CCOc1ccccc1C(=O)N1CCC(n2nnc3cc(C(F)(F)F)ccc32)CC1
    -13 | -1
- COc1ccc2c(c1OC)C(=O)N(c1cccc(C)c1)C2
    5 | 5
- O=C(NCc1ccc2c(c1)OCO2)c1cc(-c2ccccc2)on1
    3 | 3
- CCCn1c(=O)c2ccccc2n2c(SCC(=O)NCc3cccs3)nnc12
    2 | -7
- NC(=O)c1ccc([N+](=O)[O-])cc1SCc1ccccc1
    1 | 1
- CCSc1n[nH]c2nc3c(c(=O)n12)C1(CCCC1)Cc1ccccc1-3
    -9 | -13
- CCOC(=O)N1CCN(Cc2oc(CO)cc(=O)c2O)CC1
    -5 | -3
- Cc1c(C(=O)O)oc2ccc(S(=O)(=O)N(CC(C)C)CC(C)C)cc12
    -7 | -3
- Clc1ccc(-c2onc3c2CCCC3)cc1
    34 | -6
- CCC1(CC)N([O-])C(C)=C(c2ccccc2)[N+]1=O
    -4 | 0
- COc1cc(-c2nc3ccccn3c2/N=C/c2cc(OC)c(OC)c(OC)c2)ccc1O
    -1 | 14
- COc1ccc(C)cc1NC(=O)CN1CCN(c2ccccc2F)CC1
    -1 | 1
- O=C(Oc1ccc2ccccc2c1Br)N1CCCCCC1
    4 | -6
- Cc1cc(C)c(C)c(OCC(=O)N2CCOCC2)c1
    1 | -4
- Cn1c(=O)[nH]c(=O)c2c1nc(Br)n2Cc1ccccc1F
    5 | -1
- O=C(c1ccco1)N1CCN(CCOc2ccc(F)cc2)CC1
    -4 | -1
- COc1cc(OC)c(OC)cc1/C=N/n1c(C)nnc1C
    -6 | 0
- O=S(=O)(c1ccc(Cl)cc1)N1c2ccccc2Oc2nc3ccccc3nc21
    -30 | 9
- CCCn1nc(C(=O)Nc2ccc(S(=O)(=O)Nc3nccs3)cc2)c2ccccc2c1=O
    6 | -14
- COc1ccc2cc(CN(Cc3ccco3)Cc3nnnn3C3CCCCC3)c(=O)[nH]c2c1
    4 | -6
- CCOC(=O)CCCNC(=O)CCNC(=O)c1ccc(OC(C)C)cc1
    -1 | 3
- CCCCNC(=O)c1c(O)c2cccc3c2n(c1=O)CCC3
    -9 | -5
- COc1ccc(C(NC(=O)CNC(C)=O)C(=O)Nc2ccc3c(c2)OCCO3)cc1 (centres undefined)
    0 | 1
- O=C(CCS(=O)(=O)c1cccc2nsnc12)N1CC(=O)N(CCc2ccccc2)C(=O)C1
    4 | -2
- O=C(CCC(=O)NNC(=S)Nc1ccccc1)NCc1ccccc1
    -1 | -2
- Cc1c(C(=O)NCc2ccc3c(c2)OCO3)oc2ccc(S(=O)(=O)N3CCC(C)CC3)cc12
    7 | 5
- Cc1nn2c(NCCCN3CCOCC3)c3c(nc2c1-c1ccccc1)CCC3
    -5 | 10
- CN(C)c1ccc(C(=O)Nc2cc(C(F)(F)F)ccc2-n2cncn2)cc1
    5 | 0
- CCCC(=O)Nc1cccc(NC(=O)CN2CCN(c3ccccc3OC)CC2)c1
    3 | 10
- COc1ccc(C(=O)Nc2cc(OCc3ccccc3)c(Cl)cc2Cl)cc1
    2 | 8
- Cc1ccccc1C(=O)Nc1nc(=S)ss1
    -2 | 6
- COc1ccc(-c2csc(Cc3nnc(N4CCOCC4)n3-c3ccccc3)n2)cc1
    8 | -1
- COc1ccc(CN(C(=O)c2cnccn2)C(C(=O)Nc2ccc(F)cc2)c2ccccc2)cc1 (centres undefined)
    6 | 0
- COc1ccc(CC(=O)Nc2c3c(nn2-c2cccc(Cl)c2)CS(=O)C3)cc1 (centres undefined)
    -1 | 1
- CCc1ccccc1OCCCOc1ccc(OC)cc1
    -6 | 3
- N#CC1=C(N)NC(SCC(=O)Nc2ccc(Br)cc2)=C(C#N)C12CCCCC2
    -1 | 3
- Oc1c(Cl)cc(Cl)cc1/C=N/c1nc(-c2ccc(Cl)cc2)cs1
    16 | -2
- CC(=O)Nc1ccc(NC2=CC(=O)CC(C)(C)C2)cc1
    2 | 10
- CCOC(=O)c1ccc(NC(=O)CCn2nnc3ccccc32)cc1
    15 | 12
- CCCC(C(=O)NCC1CCCO1)N(Cc1ccco1)C(=O)CNS(=O)(=O)c1ccccc1 (centres undefined)
    0 | -1
- Cc1c(Cl)cccc1NC(=O)CCC(=O)NNC(=O)c1ccccc1Cl
    -25 | 1
- Cc1ccc2c(=O)cc(C(F)F)oc2c1
    -1 | 1
- CC1CCCCN1S(=O)(=O)c1ccc(NC(=O)c2ccco2)cc1 (centres undefined)
    3 | -2
- COc1ccc(N2C(=O)C3C4C=CC(CC4)C3C2=O)c([N+](=O)[O-])c1 (centres undefined)
    2 | -6

Next part:
Structure	esBAF inh	RAD54 inh
CCOC(=O)c1sc2ncn(/N=C/N(C)C)c(=O)c2c1C	4	3
CCOc1ccc2nc(NC(NC(C)=O)(C(=O)OC)C(F)(F)F)sc2c1 (centres undefined)	-1	4
CC1CCN(S(=O)(=O)c2cccc(C(=O)O)c2)CC1	-8	-3
CC(Sc1nc(-c2ccccc2)cc(C(F)(F)F)n1)C(=O)NCc1ccco1 (centres undefined)	-5	-4
CCn1nc(C(=O)OC2CCOC2=O)c2ccccc2c1=O (centres undefined)	-6	-3
O=C(CN1CCOCC1)NCC12CC3CC(CC(C3)C1)C2	1	-1
Cc1nc2cncc(Br)c2n1C	-3	-7
O=S(=O)(Nc1ncccn1)c1ccc(Nc2ncnc3ccccc23)cc1	-3	-2
CC(C)Oc1ccc(C(=O)NCc2ccco2)cc1	40	5
O=C(NC1CCCCCCC1)C1CCN(S(=O)(=O)N2CCCC2)CC1	5	5
CCOC(=O)C1=NNC2C(=O)N(C3CCCCC3)C(=O)C12 (centres undefined)	-6	-4
CCOC(=O)c1ccc(NC(=O)C2(c3ccc(Cl)cc3)CCCC2)cc1	3	-1

The closing three records of the section before open the next one.
Structure	esBAF inh	RAD54 inh
O=C(NC1CCCCCCC1)C1CCN(S(=O)(=O)N2CCCC2)CC1	5	5
CCOC(=O)C1=NNC2C(=O)N(C3CCCCC3)C(=O)C12 (centres undefined)	-6	-4
CCOC(=O)c1ccc(NC(=O)C2(c3ccc(Cl)cc3)CCCC2)cc1	3	-1
COc1cccc(NC(=O)CSc2nnc(Cc3cccs3)n2-c2ccc(C)cc2)c1	10	11
Cc1occc1-c1nnc(SCC(=O)c2c[nH]c3ccccc23)n1C	2	-8
CC(=O)NS(=O)(=O)c1cccnc1Nc1ccc(Cl)cc1	-10	6
COc1ccc(-c2nc3n(n2)C(=O)CC(c2ccco2)S3)cc1 (centres undefined)	1	2
O=C(O)CCC(=O)Nc1ccc(N2CCOCC2)cc1	-4	-10
O=C(CCCC(=O)Nc1cccnc1)Nc1cccnc1	-9	0
Cc1ccc(N2C(=O)C3C(C2=O)C(C(=O)c2ccc(Cl)cc2)N2CCCC32)cc1 (centres undefined)	11	3
COc1ccc(OC)c(NC(=O)CN2C(=O)NC3(CCOc4ccccc43)C2=O)c1 (centres undefined)	1	-5
COc1ccc(/C(O)=C2\C(=O)C(=O)N(c3cc(C)on3)C2c2ccccc2OC)cc1 (centres undefined)	6	-4
CCCCC(CCC(=O)O)(C(=O)OCC)c1csc(Nc2ccccc2)n1 (centres undefined)	-5	4
COc1cccc(-c2nn(C)c3sc(C(=O)N4CCN(c5ccccc5)CC4)cc23)c1	-16	-9
Cc1ccc(NC(=O)Nc2cccs2)cc1	36	-13
CCCN1C(=O)C(O)(C/C(C)=N/O)c2ccccc21 (centres undefined)	1	-9
CC(C)(C)n1ncc2c(=O)n(CC(=O)Nc3ccc(Cl)cc3)cnc21	2	2
O=C(CCS(=O)(=O)c1ccc(Cl)cc1)OCC(=O)N1CCCCC1	-6	5
CC(=O)OC(C(=O)NC1CCCCC1)c1cccc(C)c1 (centres undefined)	-9	10
O=C(O)c1ccn(Cn2cnc3ccccc32)n1	-32	-16
CC(=Nc1cccc(C)c1)c1sc2ccccc2c1O	52*	-8
COCCn1c(C)cc(C(=O)COC(=O)c2n[nH]c3ccccc23)c1C	-52	-5
CN(CC(=O)NCc1ccccn1)S(=O)(=O)c1ccc(Cl)cc1	-2	-6
CCOC(=O)c1nnc2cc(-c3ccccc3)nn2c1C	32	-4
O=C(CN(Cc1ccco1)C(=O)CNS(=O)(=O)c1ccccc1)NCc1ccccc1	-1	-8
CC(C)NC(=O)NC(=O)COC(=O)Cc1ccsc1	-12	-5
CCCCCOC(=O)C1=C(C)NC(=O)NC1c1ccccc1OCC (centres undefined)	0	2
O=P(c1ccc2c(c1)OCCO2)(N1CCOCC1)N1CCOCC1	-11	-23
Cc1cccc(N2C(=O)CC(N3CCN(Cc4ccc(Cl)cc4)CC3)C2=O)c1 (centres undefined)	0	0
O=C(C1CCCN(S(=O)(=O)c2cccc3nsnc23)C1)N1CC=C(c2ccccc2)CC1 (centres undefined)	11	-11
CCN(CCCNC(=O)CNC(=O)Cn1cnc2ccccc2c1=O)c1cccc(C)c1	1	9
Cc1cc(Cl)cc(C)c1OCCCCN1CCOCC1	-9	-11
CCC(=O)c1c[nH]c(C(=O)NCCCn2ccnc2)c1	-7	-3
CCc1c(C)nc2ncnn2c1N1CCCC(C(=O)Nc2cc(F)ccc2C)C1 (centres undefined)	12	1
CCN1C=CC2=C(C#N)C(N)C(C#N)(C#N)C(c3ccccc3C(F)(F)F)C2C1 (centres undefined)	2	-41
COc1cc(S(=O)(=O)NC2CCCCC2)ccc1Cl	2	8
CCOc1nc(S(=O)(=O)c2ccc(C)cc2)c(Cl)s1	-1	-3
CCOC(=O)Nc1sc2c(c1C#N)CCC(C)C2 (centres undefined)	u	-4
Cc1noc(C)c1COc1cccc(C(=O)OCCOc2ccc(F)cc2)c1	17	2

Molecules above containing a CF3 group, in the order listed:
Structure	esBAF inh	RAD54 inh
CCOc1ccccc1C(=O)N1CCC(n2nnc3cc(C(F)(F)F)ccc32)CC1	-13	-1
CN(C)c1ccc(C(=O)Nc2cc(C(F)(F)F)ccc2-n2cncn2)cc1	5	0
CCOc1ccc2nc(NC(NC(C)=O)(C(=O)OC)C(F)(F)F)sc2c1 (centres undefined)	-1	4
CC(Sc1nc(-c2ccccc2)cc(C(F)(F)F)n1)C(=O)NCc1ccco1 (centres undefined)	-5	-4
CCN1C=CC2=C(C#N)C(N)C(C#N)(C#N)C(c3ccccc3C(F)(F)F)C2C1 (centres undefined)	2	-41

Additional results
Structure	esBAF inh	RAD54 inh
CCc1nnc(NC(=O)c2cnccn2)s1	-4	2
CCN(CC)CCNC(=O)Cn1nc(-c2ccccc2)c2ccccc2c1=O	-2	1
CCCC(=O)c1cc(F)c(N2CCOCC2)cc1C	29	1
CCN1CCC(C(N)=O)CC1	-2	10
Cc1cc(C)c2c(n1)sc1c(=O)n(-c3ccccc3)c(=O)[nH]c12	-5	-6
CC(C)COC(=O)NCC12C=CC(O1)C1C(=O)N(c3ccc(Cl)cc3)C(=O)C12 (centres undefined)	-5	10
CC(C)c1nc2oc3ccccc3c(=O)c2c(=O)n1-c1ccccc1	29	-6

Profiles from above:
Entry for `CC(C)c1nc2oc3ccccc3c(=O)c2c(=O)n1-c1ccccc1` = esBAF inh = 29; RAD54 inh = -6
Entry for `CCN(CC)CCNC(=O)Cn1nc(-c2ccccc2)c2ccccc2c1=O` = esBAF inh = -2; RAD54 inh = 1

Screening results (PubChem BioAssay)
